MITF act: activators of MITF-driven TRPM1 promoter reporter, primary screen, cell-based, SK-MEL-5, luciferase, single point; hit rate 0.75% among 300,000; activation, % at 12.5 µM; SK-MEL-5 TRPM1-promoter luciferase, 24 h; % of positive control, neutral wells = 0; AID 588334, 2011;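 active = mean activation of at least 80% with every replicate also reaching 80%; inconclusive = mean reaches 80% but some replicate falls short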;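 also: 0% = neutral control wells and 100% = parthenolide positive control wells; values of inactives mirror those of a sister screen read the other way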
SR-BI DiI-HDL act: activators of SR-BI mediated DiI-HDL uptake, primary screen, ldlA[mSR-BI] CHO cells, DiI fluorescence; activation, % at 12.5 µM; 3 h; 100 = double the neutral-control signal; hit rate 0.096% among 320,000; AID 504775, 2011;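 active = mean replicate activation of at least 60% and every replicate at or above 60%; inconclusive = mean or all-replicate condition met, but not both; inactive = mean below 60% and not all replicates reaching 60%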;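 also: 0% = median plate neutral-control signal and 100% = twice that signal; values of inactives mirror those of a sister screen read the other way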
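Material: SR-BI-overexpressing, LDLR-lacking CHO cells; schedule: compound exposure 3 h, 37 °C; reagent: DiI-labelled HDL at 10 µg/mL final; technique: bottom-read fluorescence, 550/595 nm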
PvdQ inh: P. aeruginosa PvdQ acylase inhibitors, primary screen, biochemical, fluorescence, plate reader and imaging, single point; purified PvdQ acylase; AID 488965, 2010; hit rate 0.063% among 340,000; inhibition, % at 10 µM; PvdQ acylase [Pseudomonas aeruginosa LESB58]; in the data active = inhibition above about 30%, passing the limit was not always enough; inconclusive = no clear call, values can overlap the other calls;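 also: 0% = vehicle neutral wells and 100% = reference inhibitor wells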
PfHsp90 set2: growth inhibition of PfHsp90-expressing yeast, primary screen, antimalarial PfHsp90 inhibitor project, S. cerevisiae, BacTiter-Glo luminescence, single point, set 2; inhibition, % at 9.4 µM; BacTiter-Glo ATP, 48 h; yeast lacking PDR1 and PDR3 efflux regulators; AID 504621, 2011; hit rate 0.32% among 310,000;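 active = every replicate shows inhibition above about 80%, whatever the replicate mean, limit read from the data; inconclusive = mean inhibition reaches the set limit but some replicate falls short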;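 also: 0% = DMSO neutral controls and 100% = 20 µM radicicol positive controls; yeast relying on Plasmodium falciparum Hsp90 in place of its own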
SR-BI DiI inh: inhibitors of SR-BI mediated HDL lipid uptake, primary screen, ldlA[mSR-BI] cells, fluorescence, single point | Scavenger receptor class B member 1 (Mus musculus), Q61009 | ldlA[mSR-BI] CHO cells, DiI-HDL uptake fluorescence, 3 h | inhibition, % at 12.5 µM | hit rate 0.96% among 320,000 | AID 488896, 2010;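 active = mean replicate inhibition of at least 70% and a set share of replicates each scoring 70 or more; inconclusive = meets just one of the two criteria; inactive = fails both criteria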;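 also: 0% = median of neutral control wells and 100% = median of positive control wells; values of inactives mirror those of a sister screen read the other way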
Target sequence (Q61009 whole entry, looked up): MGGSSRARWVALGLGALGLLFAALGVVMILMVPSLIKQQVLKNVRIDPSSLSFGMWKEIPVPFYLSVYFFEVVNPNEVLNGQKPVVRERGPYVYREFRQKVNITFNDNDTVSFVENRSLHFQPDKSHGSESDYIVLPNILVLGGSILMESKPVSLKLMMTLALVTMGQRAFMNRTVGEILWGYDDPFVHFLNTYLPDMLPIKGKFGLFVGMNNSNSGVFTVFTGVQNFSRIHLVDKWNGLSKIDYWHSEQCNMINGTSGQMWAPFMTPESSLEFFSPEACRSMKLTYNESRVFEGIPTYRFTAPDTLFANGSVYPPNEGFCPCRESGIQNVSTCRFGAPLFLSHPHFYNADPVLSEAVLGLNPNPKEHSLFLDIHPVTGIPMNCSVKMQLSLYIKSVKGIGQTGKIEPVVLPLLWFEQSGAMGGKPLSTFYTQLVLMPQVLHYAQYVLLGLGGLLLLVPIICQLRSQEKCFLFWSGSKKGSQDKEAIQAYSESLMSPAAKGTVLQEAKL
Rtt109 HAT inh: inhibitors of C. albicans Rtt109/Vps75 HAT, primary screen, biochemical, ThioGlo CoA-SH fluorescence, plate reader; Histone acetyltransferase RTT109 (Candida albicans (strain SC5314 / ATCC MYA-2876)), …; purified Rtt109/Vps75, 4 h; inhibition, % at 34.9 µM; hit rate 0.16% among 330,000; AID 540336, 2011;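 active = inhibition of at least 50% in every replicate; inconclusive = best replicate reaches 50% inhibition but some replicates fall short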
Target sequence (Q5AAJ8 whole entry, looked up): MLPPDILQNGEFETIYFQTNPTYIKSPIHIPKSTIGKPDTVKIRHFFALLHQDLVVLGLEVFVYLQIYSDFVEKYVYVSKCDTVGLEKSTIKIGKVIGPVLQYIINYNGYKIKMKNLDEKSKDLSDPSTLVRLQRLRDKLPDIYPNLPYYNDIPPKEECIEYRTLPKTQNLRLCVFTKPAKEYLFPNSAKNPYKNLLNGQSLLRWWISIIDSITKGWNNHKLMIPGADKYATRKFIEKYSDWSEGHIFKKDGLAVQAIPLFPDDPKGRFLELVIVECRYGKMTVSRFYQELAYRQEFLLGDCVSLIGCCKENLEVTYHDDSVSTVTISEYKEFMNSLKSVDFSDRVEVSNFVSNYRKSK
CAL PDZ FP-1: CAL PDZ peptide-binding inhibitors, primary screen, biochemical, fluorescence polarization, Cer-tagged CAL PDZ, HTS; purified CAL PDZ, TMR-peptide fluorescence polarization, 1 h; AID 504414, 2011; hit rate 0.02% among 330,000; inhibition, % at 20 µM; Golgi-associated PDZ and coiled-coil motif-containing protein (Homo sapiens), Q9HD26;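 active = highest replicate inhibition of at least 40%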;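 also: plate controls were DMSO neutral control wells for no effect and unlabeled competitor peptide control wells for full effect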
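Material: tagged CAL PDZ domain; buffer or medium: 25 mM sodium phosphate pH 7.4, 150 mM NaCl, TCEP, IgG, Thesit; compound dosing: single point, 20 µM; schedule: 1 h incubation at room temperature before polarization reading; measured by: FP readout, S and P plane fluorescence; read-out basis: percent inhibition from loss of millipolarization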
dFosB act: activators of delta FosB homodimer, primary screen, biochemical, fluorescence polarization, TAMRA-CDK5 oligo, single point; Protein FosB (Mus musculus), P13346; purified delta FosB; percent of positive-control signal above neutral wells; activation, % at 25 µM; hit rate 0.99% among 340,000;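 active = mean activation above about 17%, with every replicate also reaching it, limit read from the data, passing the limit was not always enough; inconclusive = only one of the two conditions met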;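 also: fluorescence polarization rise as delta FosB binds a TAMRA Cdk5 AP-1 oligo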
CAL PDZ FP-2: untagged CAL PDZ binding inhibitors, primary screen, biochemical, fluorescence polarization, HTS | Golgi-associated PDZ and coiled-coil motif-containing protein (Homo sapiens), Q9HD26 | purified CAL PDZ, TMR-peptide fluorescence polarization, 1 h | inhibition, % at 24.9 µM | hit rate 0.92% among 300,000 | AID 602252, 2012;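 active = mean inhibition of at least 30% with at least half of replicates also reaching 30%; inconclusive = no clear call, values can overlap the other calls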;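 also: 0% = DMSO neutral control and 100% = excess unlabeled competitor peptide PRC23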
NSD2 inh: NSD2 histone methyltransferase inhibitors, primary screen, biochemical, AlphaScreen, single concentration, set 2. inhibition, % at 12.5 µM. hit rate 0.54% among 310,000. NSD2 peptide methylation, 120 min. Histone-lysine N-methyltransferase NSD2 (Homo sapiens), O96028; in the data active = inhibition above about 50%
The depositor's hits bear a star; u = inconclusive; x = no result given.

SMILES | MITF act | SR-BI DiI-HDL act | PvdQ inh | PfHsp90 set2 | SR-BI DiI inh | Rtt109 HAT inh | CAL PDZ FP-1 | dFosB act | CAL PDZ FP-2 | NSD2 inh
COc1ccc(NS(=O)(=O)c2ccc(C)c(C(=O)N3CCN(Cc4cc(OC)ccc4OC)CC3)c2)cc1 | -9 | -68 | -19 | 5 | 68 | 4 | -0.1 | -3 | x | 6
CN1C(=O)/C(=C\c2ccc(N(C)C)cc2)OC1=S | x | 5 | 8 | -3 | -5 | 2 | -0.4 | 7 | 1 | -5
O=C(Oc1ccccc1C(=O)N1CCOCC1)c1ccccc1 | 13 | 13 | -6 | 8 | -13 | 8 | -0.7 | 2 | 0 | 0
COc1ccc(-c2cc3nc4n(c(=O)c3s2)CCCCC4)cc1 | x | -13 | -3 | -13 | 13 | -3 | -1.6 | -23 | 1 | -1
CCOC(=O)c1c(CN2CCNCC2)nc2ccc(Cl)cc2c1-c1ccccc1 | -90 | 24 | -17 | -9 | -24 | -5 | -2.7 | -6 | -10 | 7
COc1ccc(CC(=O)N(C)Cc2cccc(OC)c2OC)cc1S(=O)(=O)N1CCOCC1 | 8 | 6 | -3 | -4 | -6 | -4 | -2.8 | 0 | -3 | 0
COCCN(C(=O)COC(=O)c1cccnc1Cl)c1c(N)n(Cc2ccccc2)c(=O)[nH]c1=O | -1 | 12 | -8 | x | -12 | 3 | -1.9 | -6 | -5 | -1
CCn1c(C(=O)N2CCCC(C(=O)NCCc3ccc(C)cc3)C2)cc2sccc21 (stereo unspecified) | -26 | -56 | -17 | 1 | 56 | 1 | -0.4 | -9 | 27 | x
COCCN(C(=O)COC(=O)CCS(=O)(=O)c1ccccc1)c1c(N)n(Cc2ccccc2)c(=O)[nH]c1=O | 4 | 13 | 1 | 3 | -13 | 5 | 0.1 | -4 | x | -3
Cc1ccc(S(=O)(=O)N2CCCCC2C(=O)N(C)c2ccccc2)cc1 (stereo unspecified) | 7 | 12 | -4 | 10 | -12 | -13 | -0.3 | -8 | 4 | x
O=C(Nc1ccc(N2CCOCC2)c(Cl)c1)c1ccccc1F | u | -4 | 7 | 10 | 4 | 3 | -0.7 | -5 | -2 | 0
Cc1ccccc1-c1nc(CN2CCCC(C(=O)NCc3cccnc3)C2)c(C)o1 (stereo unspecified) | -5 | 19 | -10 | x | -19 | -1 | -0.7 | -4 | -5 | 5
CSc1ccccc1C(=O)OCC(=O)NC1CCS(=O)(=O)C1 (stereo unspecified) | -1 | 10 | -13 | 2 | -10 | 7 | x | -5 | 5 | -4
CCc1nnc(NC(=O)c2cnccn2)s1 | -2 | 50 | -14 | -28 | -50 | 4 | -1.4 | -8 | -9 | -8
O=c1[nH]c2ccc(NC(=S)Nc3ccc(Cl)cc3)cc2[nH]1 | -2 | -4 | -15 | x | 4 | -2 | -0.6 | -3 | -2 | x
Cn1nc([N+](=O)[O-])nc1Sc1ccc(C(C)(C)C)cc1 | -7 | 10 | -4 | x | -10 | 8 | 1.0 | -2 | -6 | 2
Cc1nc2ccccc2c2oc(C(=O)NCCCN3CCCC(C)C3)cc12 (stereo unspecified) | -2 | -5 | 9 | -9 | 5 | 19 | 1.1 | -32 | 5 | 5
COc1ccccc1NC(=O)c1cc2c(=O)n(C)c3ccccc3c2n1C | 11 | -33 | -7 | -1 | 33 | 0 | -3.9 | -16 | 0 | 3
Cc1ccc(NC(=O)c2ccc(F)c(S(=O)(=O)N3CCOCC3)c2)cc1F | -1 | -47 | 5 | x | 47 | -3 | x | -10 | -5 | -8
Cc1ccc(C)c(NC(=O)CN(C)C(=O)c2cc(C3CC3)nn2-c2ccccc2)c1 | -4 | -13 | -13 | 7 | 13 | 0 | -4.1 | -12 | x | -1
Cc1cc(N2C(=O)[C@@H]3[C@H](C2=O)[C@@H]2C[C@H]3C(Br)C2Br)no1 (stereo partly specified) | -12 | -3 | 9 | -5 | 3 | x | -1.1 | 2 | -4 | -2
O=C(c1ccc(COc2ccccc2Cl)o1)N1N=C(C(F)F)CC1(O)C(F)F (stereo unspecified) | 1 | 11 | -8 | 1 | -11 | -2 | -0.5 | -3 | 4 | -1
CC(=O)Nc1ccc(NC(=O)/C=C/c2ccc3c(c2)OCO3)cc1 | 29 | -11 | -7 | 6 | 11 | -7 | -0.9 | -2 | -1 | 2
O=C(NCC1(c2ccccc2)CCCC1)c1ccco1 | -8 | 7 | 4 | -18 | -7 | 16 | -0.3 | 4 | 3 | 0
CC(C)CCN1CCN(Cc2ccon2)CC1CCO (stereo unspecified) | 2 | 14 | 6 | x | -14 | 4 | -1.7 | -4 | -2 | -1
CSc1c(-c2ccccc2)nc2ccccc2c1C(=O)O | 5 | 23 | 1 | -5 | -23 | -5 | -1.3 | -2 | 0 | -3
COc1cccc(NC(=O)CSc2nnc(-c3ccoc3C)n2C)c1 | 9 | 29 | -14 | -23 | -29 | -5 | -0.6 | -4 | x | 2
CCCCN(C(=O)NC(=O)Nc1nc2ccc(OC)cc2s1)S(C)(=O)=O | 52 | 7 | 5 | -21 | -7 | 2 | -0.7 | -3 | 8 | x
CC(C(=O)N1CCOCC1)N1C(=O)C2C3CC(C(Br)C3Br)C2C1=O (stereo unspecified) | 13 | -8 | -8 | 18 | 8 | -2 | -1.4 | -6 | x | -2
O=C(Nc1cccc(C(=O)N2CCN(c3ccc(F)cc3)CC2)c1)c1ccccc1 | -8 | -41 | -5 | -10 | 41 | x | -2.9 | -5 | 0 | 0
CCCN(CCC)C(=O)c1ccc2c(c1)N(Cc1ccccc1)C(=O)CS2=O (stereo unspecified) | -5 | 20 | -8 | -22 | -20 | -2 | 0.0 | -7 | x | x
O=C(O)c1c[nH]c2c([N+](=O)[O-])cccc2c1=O | -10 | 12 | -4 | x | -12 | 6 | -0.8 | -1 | x | 2
CC(=O)N1CCN(S(=O)(=O)c2ccc(S(=O)(=O)N3CCCC(C)C3)cc2)CC1 (stereo unspecified) | x | x | -12 | -12 | x | -3 | -2.8 | -2 | -2 | -4
COc1cccc(CC(NC(C)=O)C(=O)NC2CCN(C(=O)c3ccncc3)CC2)c1OC (stereo unspecified) | 20 | 0 | -9 | -14 | 0 | -14 | -3.3 | 1 | -16 | -1
Clc1cccc(/C=N/Nc2nnc(Cl)c3ccccc23)c1 | 30 | -36 | -2 | -1 | 36 | -3 | -0.2 | -4 | -2 | 11
CNC(=O)Cn1nc(-c2ccc(Cl)cc2)c2ccccc2c1=O | 4 | 6 | -2 | 10 | -6 | 10 | -1.1 | 6 | -1 | x
CN(C)CCCN(C(=O)COc1ccc(Cl)cc1)c1nc2ccc(F)cc2s1 | 2 | 17 | -1 | 30 | -17 | 29 | -0.9 | -110 | 0 | x
FC(F)Oc1cccc2cccnc12 | 8 | -31 | 1 | 6 | 31 | 41 | -2.7 | -3 | 1 | x
CC(=O)N1CCOc2ccc(S(=O)(=O)NCc3ccc(C)cc3)cc21 | -5 | 15 | -17 | -6 | -15 | -7 | -1.5 | -4 | -3 | 2
Cc1cccc(C(=O)NC(=S)NCc2ccccc2)c1 | 13 | -2 | -10 | -35 | 2 | 9 | 0.0 | -10 | -1 | 1
S=C(Nc1ccc(Cl)cc1Cl)NC1CCN(Cc2ccccc2)CC1 | -8 | -16 | 3 | -12 | 16 | -5 | -0.8 | -4 | -5 | -2
COc1cc(C=O)ccc1OCC(=O)Nc1ccccc1N1CCOCC1 | -14 | -5 | -3 | -2 | 5 | -1 | -2.7 | 3 | 0 | -1
CCOc1ccc(N(CC(=O)Nc2ccccc2Cl)S(C)(=O)=O)cc1 | x | 11 | 3 | -3 | -11 | 0 | -1.5 | -5 | -2 | 0
COc1ccc(-c2c(C)nn(-c3ccccc3)c2N)cc1OC | 2 | -14 | 20 | 4 | 14 | 2 | 0.3 | -1 | 0 | 6
c1ccc(-c2cccc(-c3ccccc3)n2)cc1 | 51 | -14 | -14 | -15 | 14 | 2 | 0.4 | 10 | -3 | -14
CCN1CCN(c2cc(C)c3cc(NC(=O)c4cnccn4)ccc3n2)CC1 | x | -4 | 18 | 21 | 4 | 10 | 0.7 | -3 | 0 | x
CCCOc1ccc(C(=O)Nc2c[nH]c(=O)[nH]c2=O)cc1 | 4 | 19 | -15 | -7 | -19 | -3 | -0.4 | -10 | -5 | -4
Cc1cc(C(=O)Nc2cccc(S(=O)(=O)N3CCOCC3)c2)c2ccccc2n1 | -8 | -68 | -7 | -13 | 68 | 6 | -1.0 | -15 | -1 | -4
N#CN=C(c1ccccc1)c1ccccc1 | 13 | -1 | -4 | 8 | 1 | -7 | 0.1 | 1 | 7 | -2
CSc1ncccc1C(=O)Nc1ccc(S(=O)(=O)Nc2nccs2)cc1 | -6 | -1 | 7 | -9 | 1 | 0 | -2.9 | -8 | -5 | 5
CCOC(=O)C1CCCN(c2c(Nc3cccc(C)c3)c(=O)c2=O)C1 (stereo unspecified) | -11 | 0 | -2 | 8 | 0 | 1 | -0.8 | -5 | x | x
CCOc1ccc(N2C=Nc3ccc(OCC)cc3C2)cc1 | 10 | -1 | -13 | 26 | 1 | 4 | x | -17 | -4 | 0
COc1ccc(C(=O)NC(=S)NNC(=O)c2ccco2)cc1 | -4 | 42 | -14 | -32 | -42 | -12 | -1.7 | -4 | 6 | -2

From PubChem BioAssay
